JMJD2A Tudor: qHTS Assay for Inhibitors of JMJD2A-Tudor Domain; AlphaScreen JMJD2A-Tudor / H3K4me3 peptide binding; Potency, µM (doses to about 114 µM), without a hit: at the highest dose activity change, negative = inhibition, most hits filed as inhibitors; 4.4% of 390,000 active; AID 504339, 2011; note: % is set by controls: 0 for no effect and ±100 for the full control effect; nearly all actives have a fitted effect of over 50% in size
G9a inh: qHTS Assay for Inhibitors of Histone Lysine Methyltransferase G9a. Histone-lysine N-methyltransferase EHMT2 (Homo sapiens), Q96KQ7. G9a H3K9 monomethylation, AlphaScreen, 2 h. Potency, µM (top dose mostly 102 µM), inactives show top-dose activity, negative = inhibition, actives largely listed as inhibitors. 8.8% of 350,000 active. AID 504332, 2011; note: % is set by controls: 0 for no effect and ±100 for the full control effect; nearly all actives have a fitted effect of over 75% in size
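AlphaScreen detection with an anti-monomethyl H3K9 antibody quantified product after a 2 h room-temperature reaction containing 500 nM biotinylated H3K9 peptide, 20 µM SAM and 20 nM enzyme, which had been preincubated 15 min with compound.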
Pol kappa inh: qHTS for Inhibitors of Polymerase Kappa; 0.53% of 400,000 active; purified Pol kappa, fluorescent DNA synthesis assay, 10 min; DNA polymerase kappa (Homo sapiens), Q9UBT6; AID 588579, 2011; Potency, µM (top dose mostly 107 µM), for the others: top-dose activity, negative = inhibition, usual class: inhibitors; note: % is set by controls: 0 for no effect and ±100 for the full control effect
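Readout: fluorescence, taken kinetically at 0 and 10 min. Conditions: 10 nM Pol kappa, 15 min RT compound preincubation, 50 nM substrate final. Controls: enzyme-free buffer wells.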
BAZ2B block: qHTS Assay for Inhibitors of BAZ2B | AlphaScreen BAZ2B-H3K14Ac peptide displacement | Potency, µM (series often up to 114 µM), without a hit: top-dose activity change, negative = inhibition, actives largely listed as inhibitors | 4.4% of 360,000 active; note: % is set by controls: 0 for no effect and ±100 for the full control effect; nearly all actives have a fitted effect of over 60% in size
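BAZ2B 50 nM plus b-H3(5-23)K14Ac 50 nM, PBS pH 7.4/0.01% Tween-20, 30 min RT; compound added (max 110 uM), 30 min RT; streptavidin donor/Ni-chelate acceptor beads 10 ug/mL final, 20 min dark; AlphaScreen read.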
Pol eta inh: qHTS for Inhibitors of Polymerase Eta; Potency, µM (series often up to 114 µM), for inactives: at the top dose activity change, negative = inhibition, hits mostly inhibitors; AID 588591, 2011; recombinant Pol eta, fluorescent DNA replication assay; DNA polymerase eta (Homo sapiens), Q9Y253; 1.2% of 390,000 active; note: % is set by controls: 0 for no effect and ±100 for the full control effect
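Fluorescent replication assay: 50 nM final substrate added after a 15 min room-temperature compound preincubation with 10 nM enzyme. Signal taken at 0 min and again at 10 min.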
POLI inh: qHTS for Inhibitors of Polymerase Iota; DNA polymerase iota (Homo sapiens), Q9UNA4; Pol iota fluorescent replication assay, 10 min; Potency, µM (titrated, usually from 115 µM), without a hit: at the top dose activity, negative = inhibition, usual class: inhibitors; 1% of 390,000 active; AID 588590, 2011
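Fluorescent replication assay read twice, at 0 min and 10 min after adding 50 nM (final) substrate. Enzyme (10 nM) and compounds were first incubated 15 min at room temperature; enzyme-free buffer wells were negative controls.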
APE1 inh: qHTS Assay for Inhibitors of the Human Apurinic/apyrimidinic Endonuclease 1 (APE1); recombinant APE1, TAMRA/BHQ-2 abasic DNA cleavage fluorescence; Potency, µM (top dose mostly 65.8 µM), inactives show at the highest dose activity change, negative = inhibition, most hits filed as inhibitors; 0.35% of 350,000 active; AID 2517, 2012;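 note: plate controls were vehicle for no effect and reference inhibitor for full effect; nearly all actives have a fitted effect of over 55% in size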
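Measures dequenching upon AP-site incision of a 5'-TAMRA/3'-BHQ-2 THF-containing duplex, 50 nM; human APE1 0.75 nM after 15 min room-temperature exposure to compound; kinetic three-point read at one-minute spacing.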
POLB inh: qHTS Assay for Inhibitors of DNA Polymerase Beta | P06746 | Pol beta primer extension/strand displacement, fluorescence kinetic | Potency, µM (top dose mostly 114 µM), for inactives: at the highest dose activity change, negative = inhibition, usual class: inhibitors | 1.3% of 340,000 active; note: % is set by controls: 0 for no effect and ±100 for the full control effect
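Enzyme-only controls used 10 nM Pol beta; buffer lacking enzyme served as negative control. Compound preincubated 15 min, then 50 nM substrate added; 0 and 10 min reads at room temperature.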
BLM inh: qHTS Assay for Inhibitors of Bloom's syndrome helicase (BLM) | recombinant BLM DNA unwinding, fluorescence dequenching | Potency, µM (highest dose often 56.1 µM), without a hit: at the top dose activity change, negative = inhibition, actives largely listed as inhibitors | 0.2% of 350,000 active | AID 2528, 2010;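 note: plate controls were vehicle for no effect and no enzyme for full effect; nearly all actives have a fitted effect of over 35% in size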
Target sequence (P54132 whole entry, looked up): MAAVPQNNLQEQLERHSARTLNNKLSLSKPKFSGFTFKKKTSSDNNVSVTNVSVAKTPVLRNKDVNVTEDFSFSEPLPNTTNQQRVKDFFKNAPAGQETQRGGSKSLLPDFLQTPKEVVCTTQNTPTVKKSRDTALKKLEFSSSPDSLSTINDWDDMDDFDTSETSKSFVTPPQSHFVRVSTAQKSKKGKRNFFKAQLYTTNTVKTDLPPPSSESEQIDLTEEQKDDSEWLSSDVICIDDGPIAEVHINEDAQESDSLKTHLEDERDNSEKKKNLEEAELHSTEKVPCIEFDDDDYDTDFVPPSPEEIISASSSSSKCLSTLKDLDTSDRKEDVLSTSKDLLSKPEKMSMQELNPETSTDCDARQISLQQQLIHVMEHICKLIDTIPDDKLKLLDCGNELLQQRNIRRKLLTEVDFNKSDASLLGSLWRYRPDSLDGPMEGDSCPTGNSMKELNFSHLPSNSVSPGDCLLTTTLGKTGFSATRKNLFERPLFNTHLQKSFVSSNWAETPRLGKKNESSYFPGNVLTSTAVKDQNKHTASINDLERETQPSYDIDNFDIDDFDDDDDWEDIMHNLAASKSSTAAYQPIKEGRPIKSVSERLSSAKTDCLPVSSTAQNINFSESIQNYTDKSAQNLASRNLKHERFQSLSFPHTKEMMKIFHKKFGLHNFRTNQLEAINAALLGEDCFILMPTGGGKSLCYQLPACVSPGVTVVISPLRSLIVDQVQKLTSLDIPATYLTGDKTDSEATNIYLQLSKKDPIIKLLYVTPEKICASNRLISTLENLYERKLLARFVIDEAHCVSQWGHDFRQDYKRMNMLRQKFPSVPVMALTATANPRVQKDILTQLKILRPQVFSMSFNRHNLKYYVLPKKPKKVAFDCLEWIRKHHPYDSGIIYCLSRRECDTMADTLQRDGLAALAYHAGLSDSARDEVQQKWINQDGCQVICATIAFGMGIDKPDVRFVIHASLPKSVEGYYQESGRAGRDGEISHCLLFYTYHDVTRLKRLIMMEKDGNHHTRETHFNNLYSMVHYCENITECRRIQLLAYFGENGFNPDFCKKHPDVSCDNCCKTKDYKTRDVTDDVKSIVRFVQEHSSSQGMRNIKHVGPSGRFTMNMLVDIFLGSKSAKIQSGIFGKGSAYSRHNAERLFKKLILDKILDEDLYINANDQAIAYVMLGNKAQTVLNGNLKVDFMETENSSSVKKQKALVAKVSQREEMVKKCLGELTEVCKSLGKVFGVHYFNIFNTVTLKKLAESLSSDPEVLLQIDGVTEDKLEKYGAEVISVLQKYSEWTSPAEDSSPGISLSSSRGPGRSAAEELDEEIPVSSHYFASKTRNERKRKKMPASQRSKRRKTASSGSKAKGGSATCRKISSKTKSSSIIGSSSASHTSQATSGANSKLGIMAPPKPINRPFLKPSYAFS
Active calls of the source: *; u = inconclusive; x = not tested or not shown; [ ] = dose if it differs, or a comment. Calls come from the whole dose curve; as a rule, active = well fitted curve in the direction sought with a large enough effect; inconclusive = small, poorly fitted or top-dose-only effect, or another doubt; inactive = no such curve, though single readings can be large; an effect the other way counts as inactive or inconclusive. Potency is the fitted concentration of half-maximal effect. Not all compounds are listed (hit frequency here may not be typical).

Every second line gives: JMJD2A Tudor | G9a inh | Pol kappa inh | BAZ2B block | Pol eta inh | POLI inh | APE1 inh | POLB inh | BLM inh
- CCOc1ccc(NC(=O)C2CCCN(S(=O)(=O)c3ccc(-n4cnnn4)cc3)C2)cc1 (configuration not stated)
  -14% | -5% | 2% | -2% | -3% | 100%[activator] | 26% | 23% | -5%
- O=C(COC(=O)c1cccc(OC(F)F)c1)NC(=O)NC1CCCCC1
  -7% | 8% | -6% | -9% | -23% | 1% | 24% | x | x
- Cc1cccc(-c2nc(C)c(CCNC(=O)C(=O)Nc3cccc(Cl)c3C)s2)c1
  0% | 6%[59 µM] | -6%[60.1 µM] | 3% | -15% | 38%[activator] | x | 0% | 1%
- O=C(NCc1ccc2c(c1)OCO2)c1cc([N+](=O)[O-])ccc1N1CCCCC1
  -32% | 45µM* | -16% | -9% | -23% | -7% | -4% | -21%[57.1 µM] | -7%
- O=C(COc1ccc(F)cc1Br)NCCCN1CCCC1=O
  -5% | x | -10% | x | -1% | 15% | 16% | x | x
- COCCNC(=O)Cn1c(=O)c2cccn2c2ccc(F)cc21
  u | -24%[59 µM] | -10% | -23% | 2% | -8% | x | -21% | -3%
- COc1ccccc1C(=O)NCCC(=O)Nc1ccc(OC(F)(F)F)cc1
  -16% | 15% | -3% | -2% | -13% | 29% | 17% | 15% | -4%
- Cc1ccc(S(=O)(=O)NCCC(=O)Nc2ccc(Cl)c(Cl)c2)cc1C
  -8% | -12% | -13% | 1% | -7% | -24% | -8% | 5%[57.1 µM] | -13%
- Cc1ccc(NC(=O)CCS(=O)(=O)c2cccc3nsnc23)c(C)c1
  -8% | 3%[59 µM] | -15% | 2% | -8% | 12% | x | 35%[activator] | -2%
- CC(=O)N1CCN(C(=O)c2ccc(NS(=O)(=O)c3ccc4[nH]c(=O)[nH]c4c3)cc2)CC1
  -8% | 5% | -7% | -1% | 1% | 108%[activator] | -9% | x | x
- O=C(c1cccc(Br)c1)N1CCN(c2ccc(N3CCOCC3)nn2)CC1
  -14% | -27% | 0% | 10% | 1% | 2% | 4% | x | x
- CCOC(=O)c1ccc(NC(=O)Nc2cc3c(cc2N2CCCC2)n(C)c(=O)n3C)cc1
  u | u | u | -34% | -22% | -9% | x | -20% | -5%
- Fc1ccc(OCc2cc(-c3ccccc3)no2)cc1
  18% | 35%[activator] | -7% | 45%[activator] | -6% | -13% | 57%[activator] | 3% | -4%
- Cc1noc(C)c1COc1cccc(C(=O)N2CCN(C/C=C/c3ccccc3)CC2)c1
  -34% | -47%[12.7 µM] | 0% | -32% | -16% | 7% | -4% | u | -5%
- O=C(CSc1nnc2ccc(-c3cccnc3)nn12)Nc1ccc(F)cc1
  -4% | -7% | -1% | 12% | -14% | -4% | 11% | x | x
- COc1cc(NC(=O)CC(C)C)ccc1NC(=O)c1ccco1
  -19% | x | -5%[60.1 µM] | x | -10% | 21% | x | x | x
- COc1ccc(-c2c(C)c3ccc(O)c(CN4CCC(C)CC4)c3oc2=O)cc1OC
  -6% | 9%[59 µM] | -7%[60.1 µM] | 7% | 2% | -18% | x | 5% | -1%
- CC(=O)NCC(=O)N1CCCC(C(=O)c2ccc3c4c(cccc24)CC3)C1 (configuration not stated)
  -10% | x | -3% | -10% | -11% | 27% | 12% | 4% | -3%
- Cc1cn2c(=O)c(S(=O)(=O)Nc3ccc(F)cc3F)c(C)nc2s1
  7% | 7%[59 µM] | 5% | -9% | -2% | 7% | x | 27% | -1%
- Cc1cc(C)cc(NC(=O)C2CCC(CNC(=O)[C@@H]3Cc4ccccc4CN3)CC2)c1 (some centres not stated)
  -3% | -4% | 1% | -16%[57.1 µM] | -2% | -29% | 8% | -3% | -4%

With a hit mark in G9a inh, of those listed so far:
Every second line gives: JMJD2A Tudor | G9a inh | Pol kappa inh | BAZ2B block | Pol eta inh | POLI inh | APE1 inh | POLB inh | BLM inh
- O=C(NCc1ccc2c(c1)OCO2)c1cc([N+](=O)[O-])ccc1N1CCCCC1
  -32% | 45µM* | -16% | -9% | -23% | -7% | -4% | -21%[57.1 µM] | -7%

New compounds follow
Every second line gives: JMJD2A Tudor | G9a inh | Pol kappa inh | BAZ2B block | Pol eta inh | POLI inh | APE1 inh | POLB inh | BLM inh
- Cc1c(NC(=O)C23CC4CC(CC(C)(C4)C2)C3)c(=O)n(-c2ccccc2)n1C
  -5%[57.1 µM] | 0%[12.7 µM] | -6% | 2% | -12% | 8% | 8% | 1% | -4%
- COc1ccc(S(=O)(=O)N2CCN(C(=O)c3cc(C)oc3C)CC2)cc1OC
  -23% | -15%[59 µM] | 12% | -5% | -1% | 5% | 54%[activator] | x | x
- CN(CC(=O)NCc1ccncc1)S(=O)(=O)c1cc(Cl)ccc1Cl
  -6% | 4% | -4% | -16% | -17% | 15% | 25% | 7% | 0%
- CCOC(=O)c1ccc(NS(=O)(=O)c2ccc3c(c2)oc(=O)n3C)cc1
  -13% | 4%[59 µM] | 5% | -1% | -11% | -4% | 5% | 42% | 5%
- O=C(NC(=C(Cl)Cl)S(=O)(=O)c1ccc(Cl)cc1)c1ccccc1
  -3% | -8% | 2% | -5% | 3% | u | -2% | 3% | -9%
- CSC(C(=O)c1cc2ccccc2o1)c1ccccc1 (configuration not stated)
  35% | 13%[2.33 µM] | -11% | 46%[activator] | -5% | 13% | -14% | x | x
- O=C(O)c1ccc(C=NNC(=O)c2ccccc2NS(=O)(=O)c2cccs2)cc1
  -4% | x | -8% | x | -15% | 57%[activator] | 5% | x | x
- CCOC(=O)C1CCN(C(=O)Cn2cc(C(=O)C3CC3)c3ccccc32)CC1
  -8% | -13%[59 µM] | -6%[60.1 µM] | 3% | 0% | 21% | 10% | u | -2%
- C=CCn1c(NCc2ccccc2)nc2ccccc21
  -11% | -10%[0.0925 µM] | -24% | 3% | 2% | 13% | 19% | 14% | -3%
- CCOC(=O)c1c2c(n(-c3ccc(OC)cc3)c1C)C(=O)C(=O)c1ccccc1-2
  18µM* | x | -6% | x | 3.2µM* | 8.9µM* | x | x | x
- CN(C)C(CNC(=O)c1ccc(NS(=O)(=O)c2cccc([N+](=O)[O-])c2)cc1)c1ccco1 (configuration not stated)
  -24% | u | -22% | -15% | 4% | -18% | -8% | 15% | 0%
- O=C(NCCN1C(=O)S/C(=C\c2ccccc2F)C1=O)C1CCN(S(=O)(=O)c2cccs2)CC1
  -23% | 5%[59 µM] | -13% | 1% | -8% | 4% | 2% | u | 1%
- Cc1noc(C)c1CN1C(=O)NC2(CCCCCCC2)C1=O
  -6% | -36% | 1% | -4% | -7% | 6% | -8% | 2% | -1%
- CCNC(=O)CCSc1nc2cc(Cl)ccc2o1
  -6% | 17%[59 µM] | -10% | 1% | -1% | 5% | -1% | 2% | -1%
- O=C(Cn1cc(C(=O)c2cccs2)c2ccccc21)NCC1CCCO1 (configuration not stated)
  -7%[57.1 µM] | 8%[59 µM] | -2% | 6% | -22% | 6% | -3% | 0% | -1%
- O=c1[nH]nc(N=Nc2c(O)[nH]c3ccc(F)cc23)c(=O)[nH]1
  -10%[11.4 µM] | x | -5% | x | -18% | u | x | x | x
- COc1ccc(C2c3c(oc4ccc(Cl)cc4c3=O)C(=O)N2Cc2ccco2)cc1OC (configuration not stated)
  x | 11% | x | 11% | x | x | 3% | -1% | -3%
- O=C(CN1CCN(Cc2cccc(F)c2)CC1)NCc1ccccc1
  -12% | 28% | -10% | -20% | -4% | 10% | 25% | 19% | -2%
- Cc1ccc(-n2nc(CO)c(C(=O)NCCCCc3ccccc3)n2)cc1
  -14% | 5%[59 µM] | 1% | -1% | -17% | 58%[activator] | x | 25% | 3%
- Cc1c(C(=O)N2CC3(CC(c4cccc(NC(=O)CC(c5ccccc5)c5ccccc5)c4)=NO3)C[C@@H]2C(N)=O)cc([N+](=O)[O-])cc1[N+](=O)[O-] (some centres not stated)
  -24% | -39%[59 µM] | 0% | u | -13% | 6% | -6% | -11% | -10%

Reprinted at random: 2 records from the list.
Every second line gives: JMJD2A Tudor | G9a inh | Pol kappa inh | BAZ2B block | Pol eta inh | POLI inh | APE1 inh | POLB inh | BLM inh
- O=C(NCCN1C(=O)S/C(=C\c2ccccc2F)C1=O)C1CCN(S(=O)(=O)c2cccs2)CC1
  -23% | 5%[59 µM] | -13% | 1% | -8% | 4% | 2% | u | 1%
- CCOC(=O)c1ccc(NC(=O)Nc2cc3c(cc2N2CCCC2)n(C)c(=O)n3C)cc1
  u | u | u | -34% | -22% | -9% | x | -20% | -5%

Following part
Every second line gives: JMJD2A Tudor | G9a inh | Pol kappa inh | BAZ2B block | Pol eta inh | POLI inh | APE1 inh | POLB inh | BLM inh
- N#Cc1cn(OCc2ccccc2)c(=O)[nH]c1=O
  -5% | 14%[59 µM] | 5% | 7% | -1% | 19% | 4% | 23% | -13%
- Cc1nnc(SC(C)C(=O)Nc2sc3c(c2C#N)CCCC3)[nH]c1=O (configuration not stated)
  -4% | u | 1% | -24% | 4% | 77%[activator] | 20% | 11% | -2%
- Cc1cc2ccccc2n2c(SCC(=O)N3CCN(C(=O)c4ccco4)CC3)nnc12
  x | -26% | x | 1% | x | x | -9% | -6% | 0%
- Cc1cccc(CNC(=O)c2ccc3nc(-c4ccccc4)c(-c4ccccc4)nc3c2)c1
  -14% | 5%[59 µM] | 3% | -1% | -22% | 25% | x | 2% | -4%
- CN(C)S(=O)(=O)c1cccc(NC(=O)c2ccc(-n3cncn3)c([N+](=O)[O-])c2)c1
  -23% | 15%[2.33 µM] | -18% | -4% | -20% | 26% | 0% | x | x
- CSc1cccc(NC(N)=S)c1
  -10% | u | -11% | -16% | 0% | 63%[activator] | -5% | 4% | -2%
- CC1(c2ccccc2)NC(=O)N(CC(=O)Nc2ccc(N3CCOCC3)cc2)C1=O (configuration not stated)
  -12% | x | -6% | x | -3% | u | 11% | x | x
- Cc1c(NC(=O)COc2ccc(C(C)C)cc2)c(=O)n(-c2ccccc2)n1C
  -10% | 21% | -10% | 0% | -18% | 15% | 7% | 11% | -1%
- CCOC(=O)N1CCN(C(=O)CNC(=O)c2nn(-c3ccc(OC)c(Cl)c3)c(=O)c3ccccc23)CC1
  -12% | 7% | -7% | 2% | -11% | 37%[activator] | -10% | 0% | -3%

Screening data as filed in PubChem BioAssay.
